Assay outcomes (PubChem BioAssay)
Abeta rescue: qHTS for compounds that reverse cellular toxicity of Amyloid beta (A-beta) peptide in yeast: Primary Screen; yeast expressing A-beta42, growth rescue, OD600, 48 h; response scale: 0% DMSO, 100% iron-clioquinol control; Potency, µM (doses to about 46.1 µM), for inactives: at the top dose growth rescue, actives largely listed as activators; 410,000 compounds, 0.063% hits; AID 1347071, 2019; further: potency means the concentration at half of the fitted maximal effect; nearly all actives have a fitted effect of over 55% in size
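Growth rescue measured by 600 nm absorbance after 48 h yeast culture at 30 C with compound. Values normalized between DMSO and an equimolar ferric chloride plus clioquinol control.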
aSyn yeast inh: qHTS of alpha-syn Inhibitors. 370,000 compounds, 0.14% hits. Potency, µM (titrated, usually from 46.1 µM), without a hit: at the highest dose growth rescue (activation), most hits filed as activators. Yeast expressing alpha-synuclein, growth rescue, BacTiter-Glo, 24 h; further: potency means the concentration at half of the fitted maximal effect; % of control where 0% means no effect; nearly all actives have a fitted effect of over 65% in size
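Galactose-induced alpha-syn yeast (OD600=0.02, raffinose-pregrown) + pinned cpd, 24 hr, 30 deg C; growth by BacTiter-Glo luminescence. Growth restoration scores as activation.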
PTHR1 agonist: qHTS for PTHR1 Agonists: Primary Screen; HEK293 GP2 PTHR1 cells, GloSensor cAMP luminescence, 1 h; 410,000 compounds, 0.075% hits; Parathyroid hormone/parathyroid hormone-related peptide receptor (Homo sapiens), Q03431; Potency, µM (highest dose often 115 µM), for inactives: at the top dose activation, actives largely listed as activators; further: potency means the concentration at half of the fitted maximal effect; nearly all actives have a fitted effect of over 55% in size; some results filed as inactive show a strong effect at the top dose; inactives centre near -15; many of its hits are not listed in these tables
Target sequence (Q03431 whole entry, looked up): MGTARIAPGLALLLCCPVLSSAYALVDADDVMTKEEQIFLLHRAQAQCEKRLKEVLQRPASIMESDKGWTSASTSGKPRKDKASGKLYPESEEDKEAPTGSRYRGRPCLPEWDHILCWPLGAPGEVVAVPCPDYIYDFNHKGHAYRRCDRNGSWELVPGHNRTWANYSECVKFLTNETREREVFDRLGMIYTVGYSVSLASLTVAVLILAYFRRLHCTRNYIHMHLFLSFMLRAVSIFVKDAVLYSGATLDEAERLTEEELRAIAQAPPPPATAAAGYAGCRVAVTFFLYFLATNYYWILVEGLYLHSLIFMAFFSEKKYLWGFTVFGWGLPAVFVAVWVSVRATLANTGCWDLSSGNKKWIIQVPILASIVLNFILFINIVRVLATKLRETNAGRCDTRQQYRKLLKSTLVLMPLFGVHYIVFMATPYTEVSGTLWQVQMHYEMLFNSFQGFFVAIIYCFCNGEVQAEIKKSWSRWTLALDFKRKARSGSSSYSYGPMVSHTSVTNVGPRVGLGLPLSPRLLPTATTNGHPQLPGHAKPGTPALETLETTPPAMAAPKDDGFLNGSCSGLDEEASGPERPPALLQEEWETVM
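HEK-293-derived GP2 cells expressing PTHR1 and a GloSensor cAMP reporter, 3,000/well, plated overnight, given luciferin plus IBMX (each 0.5 mM as added) for 1 h at 37 °C, then compound for 1 h at 37 °C. Luminescence was read after 15 min at room temperature.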
FUS yeast rescue: qHTS for Suppressors of FUS Proteinopathy: Primary screen using FUS-linked yeast assay; Potency, µM (doses to about 76.6 µM), inactives show top-dose growth rescue (activation), most hits filed as activators; S. cerevisiae FUS-expressing, growth rescue, OD600, 24 h; 390,000 compounds, 0.24% hits;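 further: potency means the concentration at half of the fitted maximal effect; plate controls were DMSO vehicle for no effect and reference control for full effect; nearly all actives have a fitted effect of over 55% in size; some results filed as inactive show a strong effect at the top dose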
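S. cerevisiae expressing FUS from galactose induction served as the toxicity model. Growth after 24hr at 30C, read as absorbance at 600 nm, indicates suppression of toxicity; compounds dosed at several concentrations.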
TDP-43 yeast inh: qHTS of TDP-43 Inhibitors | AID 652104, 2013 | Potency, µM (titrated, usually from 46.1 µM), inactives show top-dose growth rescue (activation), actives largely listed as activators | TDP-43 expressing yeast growth rescue, BacTiter-Glo, 24 h | 410,000 compounds, 1.8% hits; further: potency means the concentration at half of the fitted maximal effect; % of control where 0% means no effect; nearly all actives have a fitted effect of over 50% in size
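Luminescence from BacTiter-Glo reports growth of TDP-43-expressing yeast after 24 hr at 30 deg C with compound. Cells were raffinose-pregrown to mid-log, then seeded in galactose medium at OD600=0.02.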
pAkt inh: HTS Assay for Inhibitors of Akt Phophorylation: Primary Screen; Neuro2A IGF-stimulated pAkt S473 HTRF, 20 min; stronger effect = lower value; 360,000 compounds, 0.32% hits; activity change, % for hits at 50 µM; AID 651550, 2012; in the data active means activity change below about -80%; inconclusive means mostly about -51% to -80%; further: on the % scale 0 is the no-effect control and ±100 the full control effect
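Neuro2A cells (4,500/well, DMEM with 0.5% FBS) were treated with compound at a single 50 µM final concentration, stimulated with 6 nM IGF for 20 min at 37 °C, and lysed. Phospho-Akt Ser473 was read by HTRF as 665/615 ratio ×10^4.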
MmCpn inh: Inhibitors of TCP-1 ring complex (TRiC) of Methanococcus maripaludis (MmCpn): qHTS; purified Mm-Cpn ATPase, ADP Transcreener TR-FRET; Potency, µM (highest dose often 76.9 µM), inactives show at the top dose activity, negative = inhibition, actives largely listed as inhibitors; 330,000 compounds, 0.031% hits; AID 504842, 2011; further: potency means the concentration at half of the fitted maximal effect; on the % scale 0 is the no-effect control and ±100 the full control effect; nearly all actives have a fitted effect of over 80% in size
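Compound-treated chaperonin, 25 nM final, turns over 10 uM ATP at 37°C for 30 min following a 10 min preincubation; ADP generated competes with ADP-d2 for Eu-cryptate antibody, lowering FRET.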
GLP1R inv ag: qHTS of GLP-1 Receptor Inverse Agonists (Inhibition Mode). 410,000 compounds, 1.6% hits. AID 624417, 2012. Potency, µM (doses to about 38.3 µM), without a hit: at the top dose activity change, negative = inhibition, usual class: inhibitors. HEK293 GLP-1R CRE-luciferase, luminescence, 24 h; GLP-1R form is constitutively active; further: potency means the concentration at half of the fitted maximal effect; on the % scale 0 is the no-effect control and ±100 the full control effect; nearly all actives have a fitted effect of over 55% in size
Target sequence (P43220 whole entry, looked up): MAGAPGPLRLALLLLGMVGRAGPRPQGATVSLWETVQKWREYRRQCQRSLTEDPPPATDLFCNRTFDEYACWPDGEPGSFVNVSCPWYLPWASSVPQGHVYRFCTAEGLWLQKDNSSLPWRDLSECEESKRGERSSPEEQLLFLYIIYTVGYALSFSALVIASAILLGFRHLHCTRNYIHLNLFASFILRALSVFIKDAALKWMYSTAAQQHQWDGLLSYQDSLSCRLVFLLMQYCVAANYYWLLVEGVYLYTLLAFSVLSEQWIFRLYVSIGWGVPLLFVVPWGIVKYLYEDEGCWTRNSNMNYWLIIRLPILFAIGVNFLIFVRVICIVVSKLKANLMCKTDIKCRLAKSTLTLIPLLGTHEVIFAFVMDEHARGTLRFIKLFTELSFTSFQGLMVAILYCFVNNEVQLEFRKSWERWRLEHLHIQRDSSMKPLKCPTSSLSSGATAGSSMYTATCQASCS
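Inverse agonism was detected as reduced cAMP-driven luciferase luminescence after 24 h compound treatment. The cells were HEK293 clones expressing constitutively active human GLP-1R with the reporter. Reporter-only and GPR119 cell lines served as counterscreen controls.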
HEK293 tox: qHTS of GLP-1 Receptor Inverse Agonists: Cytotox Screen; HEK293 cAMP-luciferase reporter cells, luminescence, 24 h; Potency, µM (series often up to 38.3 µM), for the others: at the highest dose activity change, negative = inhibition, hits mostly inhibitors; AID 624418, 2012; 410,000 compounds, 0.13% hits;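 further: loss of luciferase light is scored as toxicity; potency means the concentration at half of the fitted maximal effect; on the % scale 0 is the no-effect control and ±100 the full control effect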
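Seeding density was 200 cells/uL; after overnight-length (12 h) culture, 23 nL compounds went on for 24 h at 37 °C. Readout used a luciferase detection reagent, luminescence taken after 12 min at room temperature.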
Active calls of the source: *; i = inactive; ? = inconclusive; · = not tested or not shown; [ ] = dose if it differs, or a comment. Unless noted, the call rests on the fitted dose curve; in most records, active means well fitted curve in the direction sought with a large enough effect; inconclusive means small, poorly fitted or top-dose-only effect, or another doubt; inactive means no such curve, though single readings can be large; an effect the other way counts as inactive or inconclusive. This is a subset; the hit share may differ from the screen's.

SMILES	Abeta rescue	aSyn yeast inh	PTHR1 agonist	FUS yeast rescue	TDP-43 yeast inh	pAkt inh	MmCpn inh	GLP1R inv ag	HEK293 tox
O=C1CNC(=O)N1	-11%	-10%	i	-36%	16%	i	-2%	11%	-24%
Cc1ccccc1Cn1c2ccccc2c2cnn(CC(=O)NC3CCC(C)CC3)c(=O)c21 (stereo unspecified)	-2%	·	i	-20%	23%	·	·	9%	19%
COc1ccc(-n2c(SCC(=O)Nc3nc(C)cs3)nnc2-c2ccoc2C)cc1	15%	7%	i	24%	10%	i	-1%	?	-17%
Cc1ccc(CNC(=O)c2ccc(Cn3nc(C)c(Cl)c3C)o2)cc1	-67%[inhibitor]	-25%	-12%[57.5 µM]	?	-85%[inhibitor]	·	2%	?	-14%
Cc1cc(CNC(=O)COc2ccc(C#N)cc2)c2ccccc2n1	-20%	-17%	-11%	2%	-9%	i	0%	14%	8%
CCN(CC)c1ccc(N=Cc2ccccc2[N+](=O)[O-])cc1	-10%	-7%	-11%	33%	3%	i	?	?	-2%[1.53 µM]
COc1ccc(Cl)c(-c2cc(C(=O)Nc3ccc(C)c(NS(C)(=O)=O)c3)[nH]n2)c1	-3%	-10%	-18%	41%	21%	i	·	?	-15%
Cc1ccc2nc(SCC(=O)Nc3ccc4[nH]c(=O)[nH]c4c3)[nH]c2c1	-9%	3%	0%	14%	-4%	i	0%	19%	0%
COc1ccc(CN2CC(=O)N3[C@H]4c5ccccc5OC[C@@H]4[C@H](c4ccccc4)[C@]3(C)C2=O)cc1	13%	3%	i	?	?	i	-1%	?	-28%
COc1ccc(N2CCN(c3cc(C)c4cccc(C)c4n3)CC2)cc1	11%	-2%	-26%	4%	?	i	-3%	3%[7.66 µM]	-7%[7.66 µM]
CCc1cccc(C)c1NC(=O)c1cc(-c2ccncc2)nc2ccccc12	-4%	-6%	i	24%	10%	i	2%	-22%	0%
CC(C)C(=O)Nc1ccc(C(=O)NNC(=S)NC(=O)c2ccco2)cc1	26%	-3%	-6%	-4%	1%	i	-1%	4%	1%
O=C(Nc1ccc2c(c1)CCC2)c1ccccc1	1%	-16%	-7%	·	-12%	i	0%	?	20%
CCn1c(C(=O)NCCCc2ccccc2)cc2sccc21	?	-1%	-27%	·	0%	i	-2%	?	10%
O=C(O)COCC(=O)Nc1ccccc1-c1ccccc1	-12%	-4%	i	-7%	-5%	i	-2%	0%	-3%
Cc1nc(C)c(C(=O)Nc2cccc(Cl)c2)o1	18%	-10%	-44%[inhibitor]	40%	17%	i	-2%	0%	13%
O=C(CCNC(=O)c1ccccc1)N/N=C/c1ccc([N+](=O)[O-])cc1	9%	3%	-25%	-8%	7%	i	-1%	18%	4%
O=C(COc1cccc2ccccc12)N/N=C/c1ccccc1OCc1ccc(C(=O)O)cc1	3%	-2%	-4%	30%	-17%[9.22 µM]	i	-4%	22%	0%
Cc1ccc(S(=O)(=O)NN=Cc2ccc(N3CCOCC3)cc2)cc1[N+](=O)[O-]	?	?	i	8%	?	i	0%	2%	2%
O=C(c1nc2nc(-c3ccc(Cl)cc3)cc(C(F)(F)F)n2n1)N1CCOCC1	14%	3%	-4%[57.5 µM]	5%	12%	i	-5%	9%	-9%
Cc1ccc(NC(=O)N2CCCc3ccccc32)cc1C	0%	10%	15%	16%	?	i	0%	?	-12%
O=C(Cn1cc([N+](=O)[O-])cn1)NCc1ccccc1	7%	-1%	i	-12%	9%	i	0%	16%	-16%
Cc1ccc(-c2nc3c4ccccc4n(Cc4cccc(Cl)c4)c(=O)n3n2)cc1	-19%	·	1%	-12%	-23%	·	·	-9%	-15%
O=C(Nc1c(-c2ccccc2)nc2ccc(Cl)cn12)c1cccs1	1%	-4%	-18%	·	7%	i	3%	-16%	-4%
O=C(O)CC(NS(=O)(=O)c1ccc2c(c1)OCCO2)c1ccccc1[N+](=O)[O-] (stereo unspecified)	11%	-2%	-6%	8%	-9%	i	0%	-8%	2%

Of the compounds above, these have an aryl methoxy group.
SMILES	Abeta rescue	aSyn yeast inh	PTHR1 agonist	FUS yeast rescue	TDP-43 yeast inh	pAkt inh	MmCpn inh	GLP1R inv ag	HEK293 tox
COc1ccc(-n2c(SCC(=O)Nc3nc(C)cs3)nnc2-c2ccoc2C)cc1	15%	7%	i	24%	10%	i	-1%	?	-17%
COc1ccc(Cl)c(-c2cc(C(=O)Nc3ccc(C)c(NS(C)(=O)=O)c3)[nH]n2)c1	-3%	-10%	-18%	41%	21%	i	·	?	-15%
COc1ccc(CN2CC(=O)N3[C@H]4c5ccccc5OC[C@@H]4[C@H](c4ccccc4)[C@]3(C)C2=O)cc1	13%	3%	i	?	?	i	-1%	?	-28%
COc1ccc(N2CCN(c3cc(C)c4cccc(C)c4n3)CC2)cc1	11%	-2%	-26%	4%	?	i	-3%	3%[7.66 µM]	-7%[7.66 µM]

Following part:
SMILES	Abeta rescue	aSyn yeast inh	PTHR1 agonist	FUS yeast rescue	TDP-43 yeast inh	pAkt inh	MmCpn inh	GLP1R inv ag	HEK293 tox
CCCn1c(SCC(=O)NCCc2ccc(Cl)cc2Cl)n[nH]c1=O	-11%	1%	i	1%	-23%	i	-2%	0%	-14%
COc1ccc(C2C(=O)N(C3CCCCC3)CC(=O)N2C2CCCC2)cc1 (stereo unspecified)	-34%	0%	-16%	28%	-1%	i	0%	-20%	-1%
Cc1cc(C)n2nc(C(=O)OCC(=O)Nc3cc(S(=O)(=O)N4CCOCC4)ccc3Cl)nc2n1	5%	2%	?	·	4%	i	·	18%	-3%
Cc1ccccc1Cc1c(C)nc2nc(SCC(=O)NCc3ccco3)nn2c1C	-8%	-2%	-3%[57.5 µM]	25%	9%	i	0%	?	-21%
CC1CN(C(=O)Cn2c(C(F)(F)F)nc3ccccc32)CC(C)O1 (stereo unspecified)	15%	6%	i	-4%	0%	i	0%	-3%	-15%
Cc1[nH]c2ccccc2c1/C=N/Nc1nncn1N	-8%	-5%	i	12%	15%	i	0%	-3%	?
COc1ccc(CNC(=O)CCCCCNC(=O)N2CCn3c2nc2ccccc23)cc1	-8%	8%	i	21%	7%	i	2%	-16%	3%
CCOc1ccc(OCCCC(=O)N(C)CC(=O)Nc2ccccc2Br)cc1	6%	12%	-38%[inhibitor]	18%	26%	i	1%	-24%	-2%
C/C=C1\COC(C(=O)NCc2ccccc2)(C(F)(F)F)C=C1C=C1CCCCC1 (stereo unspecified)	5%	4%	-37%[inhibitor]	-10%	3%	i	·	?	1%
CCOc1ccc(C(=O)NCC(=O)N2CCc3ccccc3C2)cc1OCC	1%	5%	i	-8%	?	i	2%	43%[activator]	-5%
Cc1cc(=O)oc2c(C)c(OC(C)C(=O)NCCN3CCOCC3)ccc12 (stereo unspecified)	6%	6%	i	-23%	1%	i	2%	24%	0%
CC(CC(=O)Nc1nnc(C(C)(C)C)s1)c1ccccc1 (stereo unspecified)	-9%	-7%	i	-4%	-17%	i	2%	-18%	-3%
O=C(CSc1nc(O)c(Cc2ccccc2)c(=O)[nH]1)Nc1ccccc1	4%	-1%	i	12%	0%	·	-1%	0%	3%
O=C(C1CCCN(Cc2ccccc2Cl)C1)N1CCCCC1 (stereo unspecified)	3%	4%	i	-22%	22%	i	1%	-5%	3%
O=C(COc1ccccc1)NC(NC(=S)Nc1ccccc1O)C(Cl)(Cl)Cl (stereo unspecified)	14%	-1%	i	30%	12%	i	0%	?	-29%
CC(=O)c1ccc(N2CCN(C(=O)CCS(=O)(=O)c3ccc(C)cc3)CC2)cc1	-22%	-13%	-5%[57.5 µM]	-7%	-12%	i	1%	8%	-1%
CN1CCCN(S(=O)(=O)c2ccc(Cl)c(Cl)c2)CC1	-8%	0%	2%	-13%	-19%	i	0%	?	3%
CSc1nsc(SCC(=O)Nc2ccc(C(=O)O)cc2)n1	-2%	1%	i	11%	-8%	i	0%	2%	7%
COc1nc(Nc2nc3ccccc3c(=O)[nH]2)nc2ccc(C)cc12	4%	9%	0%	-12%	2%	i	0%	-21%	-14%
CC(=O)c1ccc(N2CCN(C(=O)c3c(-c4ccccc4Cl)noc3C)CC2)cc1	9%	-1%	-25%	·	21%	i	-5%	9%	-5%
COc1cc(NC(=O)C2CC(c3ccccc3Cl)=NO2)cc(OC)c1OC (stereo unspecified)	-6%	7%	-27%	5%	0%	i	-1%	1%	-12%
C[C@H](CO)N1C[C@H](C)[C@@H](CN(C)S(=O)(=O)c2ccccc2)Oc2ccc(NS(=O)(=O)c3cn(C)cn3)cc2C1=O	3%	-5%	i	11%	6%	i	0%	18%	2%
O=C(OCCOc1cccc(Cl)c1)c1ccc(F)c(S(=O)(=O)N2CCOCC2)c1	-4%	0%	-32%[inhibitor]	?	?	i	-7%	?	4%
CN(C)C(CNC(=O)CCCc1c[nH]c2ccccc12)c1ccco1 (stereo unspecified)	-8%	1%	-35%[inhibitor][57.5 µM]	22%	7%	i	1%	5%	2%
O[C@H]1C[C@H](c2ccc(Cl)cc2)N(Cc2cccs2)C[C@@H]1n1cc(-c2ccc(F)cc2)nn1	4%	9%	-23%	30%	0%	i	·	?	-5%
